Source: PubChem (several laboratories)
CAL PDZ FP = blocks peptide binding to human CAL PDZ domain | Q9HD26 | purified CAL PDZ, TMR-peptide fluorescence polarization, 1 h | inhibition, % at 20 µM | actives 0.02% (n = 330,000);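 active = highest replicate inhibition of at least 40%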;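 note: plate controls were DMSO neutral control wells for no effect and unlabeled competitor peptide control wells for full effect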
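Control set: unlabelled peptide and DMSO controls / Material: purified CerCALP PDZ construct / Timing: 1 h incubation at room temperature before polarization reading / Doses: 20 µM, one dose / Detection: fluorescence polarization (mP)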
Rtt109 HAT inh = C. albicans Rtt109 histone acetyltransferase inhibition; Q5AAJ8; purified Rtt109/Vps75, ThioGlo CoA-SH fluorescence, 4 h; inhibition, % at 34.9 µM; actives 0.16% (n = 330,000);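 active = inhibition of at least 50% in every replicate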
Wnt act = activates Wnt/beta-catenin signaling in a reporter cell assay; actives 1.2% (n = 300,000); activation, % at 9.35 µM; AID 743398; activator, plate reader; in the data active = activation above about 30%, passing the limit was not always enough;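 note: 0% = neutral control wells and 100% = positive control wells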
Tat transport = E. coli Tat transport inhibition | E. coli MC4100 TorA-mCherry Tat export, fluorescence | inhibition, % at 10 µM | actives 0.036% (n = 340,000);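 active = mean replicate inhibition at least 50% and at least half of replicates individually reaching 50%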;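 note: exported cargo escapes ClpAP degradation while cytoplasmic cargo is degraded and loses fluorescence; 0% = median of neutral control wells and 100% = median of NaSCN control wells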
AddAB inh = less growth of phage-infected E. coli with AddAB; E. coli expressing H. pylori AddAB, absorbance growth; inhibition, % at 11.9 µM; actives 0.29% (n = 330,000); AID 435030; in the data active = inhibition above about 12%;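 note: 0% = vehicle wells of infected cells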
phage Ecoli inh = E. coli growth loss with phage present; growth absorbance; inhibition, % at 11.9 µM; actives 0.26% (n = 360,000); in the data active = inhibition above about 11%
E coli growth = counter-screen for AddAB inhibitors: E. coli growth inhibition; E. coli V3065 growth, OD600 absorbance, 18 h; inhibition, % at 11.9 µM; actives 0.27% (n = 330,000);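 active = inhibition above the campaign's mean inhibition across all tested compounds plus 3 SD, cut at about 9.9% in these data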;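 note: uninfected addAB+ strain grown without phage in ampicillin broth; 0% = DMSO wells and 100% = ciprofloxacin 0.95 µg/ml wells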
PvdQ acylase = P. aeruginosa PvdQ acylase inhibition; actives 0.063% (n = 340,000); inhibition, % at 10 µM; AID 488965; purified PvdQ acylase, fluorescence plate reader; in the data active = inhibition above about 30%, passing the limit was not always enough;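 note: 0% = vehicle neutral wells and 100% = reference inhibitor wells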
DAGLB inhibitor = diacylglycerol lipase beta (human) inhibition; Q8NCG7; HEK293T DAGLB membrane lysate, EnzChek fluorogenic substrate; inhibition, % at 5.17 µM; actives 0.059% (n = 340,000); in the data active = inhibition above about 34%;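 note: 0% = enzyme with vehicle and 100% = wells lacking enzyme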
Target sequence (Q8NCG7 whole entry, looked up): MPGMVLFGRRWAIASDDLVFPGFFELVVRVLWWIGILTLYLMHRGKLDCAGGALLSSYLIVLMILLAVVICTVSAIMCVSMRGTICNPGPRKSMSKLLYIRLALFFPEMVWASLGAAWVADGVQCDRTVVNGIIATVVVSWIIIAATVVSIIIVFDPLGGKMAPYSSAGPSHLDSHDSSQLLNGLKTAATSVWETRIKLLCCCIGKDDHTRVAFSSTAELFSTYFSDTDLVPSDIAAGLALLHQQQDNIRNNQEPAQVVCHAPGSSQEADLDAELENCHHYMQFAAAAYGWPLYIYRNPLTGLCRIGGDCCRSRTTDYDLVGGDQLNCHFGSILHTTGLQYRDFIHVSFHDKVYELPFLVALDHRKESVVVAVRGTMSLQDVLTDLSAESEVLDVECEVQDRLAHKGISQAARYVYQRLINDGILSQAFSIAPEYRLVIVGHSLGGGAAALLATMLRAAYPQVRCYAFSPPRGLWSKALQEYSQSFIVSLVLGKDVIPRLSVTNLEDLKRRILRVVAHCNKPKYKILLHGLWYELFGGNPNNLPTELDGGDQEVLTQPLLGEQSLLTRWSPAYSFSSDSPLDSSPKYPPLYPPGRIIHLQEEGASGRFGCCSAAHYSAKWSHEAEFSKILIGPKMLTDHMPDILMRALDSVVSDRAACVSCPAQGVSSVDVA
PfHsp90 yeast 2 = inhibits growth of yeast expressing Plasmodium falciparum Hsp90. S. cerevisiae expressing PfHsp90, BacTiter-Glo ATP, 48 h; yeast lacking PDR1 and PDR3 efflux regulators. inhibition, % at 9.4 µM. actives 0.32% (n = 310,000). AID 504621;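 active = every replicate shows inhibition above about 80%, whatever the replicate mean, limit read from the data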;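 note: 0% = DMSO neutral controls and 100% = 20 µM radicicol positive controls; yeast relying on Plasmodium falciparum Hsp90 in place of its own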
An asterisk follows results filed as active; x = not tested or not shown.

SMILES,Tat transport,Wnt act,phage Ecoli inh,PvdQ acylase,CAL PDZ FP,PfHsp90 yeast 2,DAGLB inhibitor,AddAB inh,E coli growth,Rtt109 HAT inh
CC(=O)Nc1c(Br)cc2c(c1Br)Cc1cc([N+](=O)[O-])ccc1-2,2,7,0.8,3,-0.2,-40,2,x,x,-5
COc1ccc(C)cc1NC(=O)C1CCN(C(=O)C2CC(=O)N(c3ccc(C)cc3)C2)CC1 (stereo unspecified),-6,3,0.2,3,-0.3,3,-1,5.4,0.8,4
CCOC(=O)N1c2ccccc2C=CC1OCC (stereo unspecified),3,x,x,10,x,x,x,0.6,-1.4,0
COc1ccccc1OCC(=O)Nc1cccc(S(=O)(=O)NC2=NCCCCC2)c1,-10,1,1.2,-5,-3.3,-20,0,-0.1,-1.1,0
C[C@@H]1CC=C[C@H]2[C@H]1C(=O)N(Cc1ccccc1)[C@H]2c1ccc(C(F)(F)F)cc1,-2,0,1.1,6,0.3,-9,-13,3.5,-2.4,21
Cc1c(NC(=O)c2ccc(N3C(=O)C4C5C=CC(C5)C4C3=O)cc2)c(=O)n(-c2ccccc2)n1C (stereo unspecified),-5,-9,1.4,-5,-0.7,23,-1,1.6,-0.7,-4
COc1cc(/C=C2\C(=O)N(c3ccccc3)N=C2C)ccc1Oc1ccc([N+](=O)[O-])cc1[N+](=O)[O-],-7,x,4.4,9,-0.7,9,-2,1.3,-0.7,5
COc1cc(C(=O)N2CCC(NC(=O)C(Cc3ccccc3)NC(C)=O)CC2)cc(OC)c1OC (stereo unspecified),-3,x,0.8,9,-2.8,x,-3,-0.2,-0.5,23
O=C(Cc1c(O)c2ccccc2[nH]c1=O)N(Cc1ccccc1)Cc1ccccc1,-1,x,0.8,-2,-1.4,x,-1,2.1,-2.9,1
OCC[C@H]1C[C@H](O)[C@@H](O)[C@]2(CCCc3ccccc3O2)O1,-7,0,3.4,-2,-0.9,8,-1,4.6,-0.8,3
CCOC(=O)N1CCN(C(=O)CCC(=O)N2CCOc3ccc(C)cc32)CC1,-1,14,3.1,9,-0.7,1,3,0.2,-0.5,1
O=C(Nc1c[nH]c(=O)[nH]c1=O)c1ccc([N+](=O)[O-])cc1,-2,1,3.0,11,-1.9,37,0,-2.1,-3.0,15

Grouped by structure: those above with nitrogen in an aromatic ring.
SMILES,Tat transport,Wnt act,phage Ecoli inh,PvdQ acylase,CAL PDZ FP,PfHsp90 yeast 2,DAGLB inhibitor,AddAB inh,E coli growth,Rtt109 HAT inh
Cc1c(NC(=O)c2ccc(N3C(=O)C4C5C=CC(C5)C4C3=O)cc2)c(=O)n(-c2ccccc2)n1C (stereo unspecified),-5,-9,1.4,-5,-0.7,23,-1,1.6,-0.7,-4
O=C(Cc1c(O)c2ccccc2[nH]c1=O)N(Cc1ccccc1)Cc1ccccc1,-1,x,0.8,-2,-1.4,x,-1,2.1,-2.9,1
O=C(Nc1c[nH]c(=O)[nH]c1=O)c1ccc([N+](=O)[O-])cc1,-2,1,3.0,11,-1.9,37,0,-2.1,-3.0,15

Next part.
SMILES,Tat transport,Wnt act,phage Ecoli inh,PvdQ acylase,CAL PDZ FP,PfHsp90 yeast 2,DAGLB inhibitor,AddAB inh,E coli growth,Rtt109 HAT inh
CCOC(=O)C1CCN(C(=S)Nc2ccc(C)cc2)CC1,26,0,3.5,-4,-0.3,16,-1,1.0,3.7,8
CCCC(=Nc1ccccc1)C1=C(O)C(C(=O)OC)C(C)(C)CC1=O (stereo unspecified),-2,0,0.9,6,-2.4,-11,1,2.3,2.4,-1
COc1ccc(C(=O)NC(=S)N2CCNC(=O)C2CC(=O)OC(C)C)cc1 (stereo unspecified),-3,0,2.9,5,-0.7,3,2,0.8,-1.8,-8
O=C(NC1CCS(=O)(=O)C1)c1cccc(S(=O)(=O)N2CCCCCC2)c1 (stereo unspecified),5,-1,3.0,-7,0.4,-2,1,3.6,1.6,13
COc1ccc(NS(=O)(=O)c2cc(NC(=O)CC3CCCC3)ccc2N2CCOCC2)cc1,-6,-3,3.9,-5,-1.4,-15,-1,1.7,1.4,-1
Cc1c(O)nc(SCC(=O)Nc2nccs2)n(-c2ccccc2F)c1=O,-5,-1,0.0,2,-3.0,-3,0,x,x,10
CC(C)CCNC(=O)C12CN(Cc3ccccc3)CC1C(c1cccc([N+](=O)[O-])c1)=NO2 (stereo unspecified),6,-2,3.8,-14,0.8,11,-3,0.8,-1.0,3
O=C(CN1C(=O)/C(=C/c2ccccc2)SC1=S)NNC(=O)c1ccccc1O,1,-1,7.4,-11,-3.2,9,7,4.9,2.8,1
COc1ccc(CNC(=O)CN2C(=O)NC(Cc3ccccc3)(c3ccccc3)C2=O)cc1OC (stereo unspecified),14,0,5.3,-12,-1.5,-6,1,3.7,1.9,1
COc1ccccc1C(=O)N/C(=C/c1ccc(Br)cc1)C(=O)N1CCCC1,14,-2,3.2,2,x,18,-1,-0.5,-2.0,-1
O=C(Nc1cccc(Cl)c1N1CCOCC1)c1cccs1,0,1,1.0,2,-3.5,9,-7,1.8,3.1,3
CCc1ccc(NC(=O)C(CC)c2ccccc2)cc1 (stereo unspecified),-10,0,3.2,-8,-0.2,-24,-11,3.7,2.7,-1

Another view of some results above.
Results follow in this order: Tat transport | Wnt act | phage Ecoli inh | PvdQ acylase | CAL PDZ FP | PfHsp90 yeast 2 | DAGLB inhibitor | AddAB inh | E coli growth | Rtt109 HAT inh
O=C(Nc1cccc(Cl)c1N1CCOCC1)c1cccs1
  0 | 1 | 1.0 | 2 | -3.5 | 9 | -7 | 1.8 | 3.1 | 3
CCc1ccc(NC(=O)C(CC)c2ccccc2)cc1 (stereo unspecified)
  -10 | 0 | 3.2 | -8 | -0.2 | -24 | -11 | 3.7 | 2.7 | -1

Further entries.
SMILES,Tat transport,Wnt act,phage Ecoli inh,PvdQ acylase,CAL PDZ FP,PfHsp90 yeast 2,DAGLB inhibitor,AddAB inh,E coli growth,Rtt109 HAT inh
Cc1cccc(C)c1NC(=O)CSc1nc(-c2ccco2)cc(C(F)(F)F)n1,2,-4,3.0,-11,-3.0,8,-2,2.4,-1.1,1
COC(=O)c1ccccc1NC(=O)C/C(C)=N/NC(=O)Cc1ccc(Cl)cc1,-5,1,4.2,-7,-1.6,-4,-1,2.4,-0.9,2
COc1ccccc1N1CCN(C(=O)C2CCN(S(=O)(=O)c3ccc4c(c3)CC(C)N4C(=O)C3CC3)CC2)CC1 (stereo unspecified),3,-2,2.7,0,-2.4,-11,-1,1.0,-3.1,29
C=CCn1c(=S)[nH]c2sc3c(c2c1=O)CCC3,0,x,-0.9,-12,-3.1,-21,-1,x,x,0
CC(=O)Nc1ccc(NC(=O)CSc2nnc(CC(C)O)n2-c2ccccc2)cc1 (stereo unspecified),-4,1,-3.5,6,-0.1,-4,-3,-1.1,-1.3,7
O=C(CSc1nc(-c2ccccc2)cc(C(F)(F)F)n1)c1cccc([N+](=O)[O-])c1,-7,-1,2.4,-9,-2.2,-23,-3,4.6,-0.1,9
O=C(NC1CC1)C1CCN(C2CCN(C(=O)c3c(F)cccc3Cl)CC2)CC1,7,-1,-0.2,-5,0.5,-14,-1,1.1,1.4,-2
COc1ccc(Nc2nc(N)nc(CSc3nnc(C)s3)n2)cc1,0,x,1.8,-3,-1.0,11,0,1.0,0.2,-2
Nn1c(SCc2ccccc2)nnc1C1CCCCC1,3,-3,2.9,-6,-0.4,7,0,0.4,-0.4,-7
CC1(C)Cc2c(cnn2-c2ccc(F)cc2)C(NC(=O)c2ccc(=O)oc2)C1 (stereo unspecified),-3,3,2.0,-5,-0.3,8,-1,1.7,2.4,-8
CC1=C(C(=O)OCc2ccccc2)C(c2ccccc2)NC(=O)N1CCCC(=O)O (stereo unspecified),-6,0,1.9,-10,0.0,-24,2,0.4,0.0,-9
CCOc1ccccc1NC(=O)c1nnn(CC(=O)Nc2cc(C)cc(C)c2)c1N,-2,-1,3.0,-11,-2.4,-7,-6,3.0,-0.7,-1
Cc1cc(C(=O)Oc2ccccc2C(=O)O)c(C)o1,0,x,1.4,-3,-0.4,7,2,1.6,0.2,-2
COc1ccc(C(=O)c2c3ccccc3[n+]([O-])n2Cc2ccc(C(N)=O)cc2)cc1,1,0,2.4,13,-0.3,-9,-3,-2.3,-3.3,9
COC(=O)c1ccc(N(CC(=O)NC2CCCC2)C(=O)c2ccc(C)s2)cc1,1,0,2.9,-18,-4.1,-4,-2,2.5,0.7,6
CCn1cc(C(=O)NCC(C)C)c(=O)c2cc(F)c(N3CCN(C)CC3)cc21,x,-3,87*,x,x,x,x,99*,100*,x
CC(C)c1c(O)ccc2c1CC[C@H]1C(C)(C)CCC[C@]21C,14,-4,6.7,-11,1.2,113*,-15,x,x,12
O=C(NCCCn1ccnc1)c1cc([N+](=O)[O-])cc([N+](=O)[O-])c1,1,0,4.0,-13,0.3,-10,1,1.8,-0.8,-2
CCOc1nc(SC(C(C)=O)C(=O)Nc2ccccc2)nc(N(C)C)n1 (stereo unspecified),-2,7,3.4,-13,-0.4,4,-1,-3.0,-0.2,-6
CCCCN(CC)S(=O)(=O)c1ccc(C(=O)Nc2nnc(CSC)o2)cc1,-1,-11,-3.3,5,-0.6,20,3,-2.5,-3.5,-2
CC(=O)Nc1ccc(S(=O)(=O)N2CC(=O)NC(=O)C2)cc1,-1,3,-2.6,-8,-2.2,-13,7,-0.6,1.9,-8
CC(NC(=O)Cc1ccccc1)c1cc2c(cc1Br)OCCCO2 (stereo unspecified),-13,0,1.9,3,-0.1,-17,0,3.3,0.5,-3
CC(C(=O)NCc1ccccc1)N1C(=O)C2CC=C(Cl)CC2C1=O (stereo unspecified),7,x,3.2,-9,-0.4,6,0,2.6,-0.4,-6
CCOc1ccc(-c2nnc(NC3=NCCCCC3)o2)cc1,-7,x,1.3,-14,-0.3,12,-5,2.7,4.4,4
CC(=O)NCc1ccc(C(=O)COC(=O)COc2ccc(Cl)c(C)c2)s1,0,4,7.8,-3,-0.7,x,-4,-1.2,-1.0,2
COc1ccccc1CN(C(=O)CNC(=O)c1ccco1)C(C(=O)NCC1CCCO1)c1ccccc1 (stereo unspecified),-3,-2,-0.2,-8,-3.0,-21,1,0.6,-2.5,-8
c1csc(-c2nc(N3CCOCC3)c3ccccc3n2)c1,-2,-3,0.5,-9,-3.5,0,-4,1.2,-1.1,-12
